Bioassay records: PubChem BioAssay, National Center for Advancing Translational Sciences (NCATS)
FUS suppressor: suppressors of FUS proteinopathy in yeast; S. cerevisiae FUS-expressing, growth rescue, OD600, 24 h; Potency, µM (top dose mostly 76.6 µM), for inactives: at the top dose growth rescue (activation), most hits filed as activators; actives 0.24% (n = 390,000);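 note: potency is the fitted concentration of half-maximal effect; plate controls were DMSO vehicle for no effect and reference control for full effect; nearly all actives have a fitted effect of over 55% in size; some results filed as inactive show a strong effect at the top dose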
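Compound concentration series was pinned onto galactose-induced FUS-expressing yeast seeded at OD 0.005. Plates sat 24hr at 30C; absorbance at 600 nm gave growth. DMSO served as background control.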
TDP-43 yeast inh: inhibitors of TDP-43 toxicity in yeast | TDP-43 expressing yeast growth rescue, BacTiter-Glo, 24 h | Potency, µM (doses to about 46.1 µM), without a hit: top-dose growth rescue (activation), actives largely listed as activators | actives 1.8% (n = 410,000) | AID 652104; note: potency is the fitted concentration of half-maximal effect; % of control where 0% means no effect; nearly all actives have a fitted effect of over 50% in size
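Luminescence from BacTiter-Glo reports growth of TDP-43-expressing yeast after 24 hr at 30 deg C with compound. Cells were raffinose-pregrown to mid-log, then seeded in galactose medium at OD600=0.02.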
aSyn yeast inh: inhibitors of alpha-synuclein toxicity in yeast | actives 0.14% (n = 370,000) | AID 652106 | Potency, µM (series often up to 46.1 µM), for inactives: top-dose growth rescue (activation), usual class: activators | Yeast expressing alpha-synuclein, growth rescue, BacTiter-Glo, 24 h; note: potency is the fitted concentration of half-maximal effect; % of control where 0% means no effect; nearly all actives have a fitted effect of over 65% in size
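Readout is rescue of growth in alpha-synuclein-expressing yeast, so inhibitors of toxicity appear as activators. Growth after 24 hr at 30 deg C in galactose medium is quantified by luminescence.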
EPAC2 antagonist: blocks human EPAC2 exchange factor | EPAC2 GEF exchange of Rap1B-BODIPY-GDP, fluorescence | Potency, µM (titrated, usually from 114 µM), inactives show at the top dose activity, negative = inhibition, usual class: inhibitors | actives 0.18% (n = 360,000) | AID 720708; note: potency is the fitted concentration of half-maximal effect; % is set by controls: 0 for no effect and ±100 for the full control effect; nearly all actives have a fitted effect of over 45% in size; many of its hits are not listed in these tables
Target sequence (Q8WZA2 whole entry, looked up): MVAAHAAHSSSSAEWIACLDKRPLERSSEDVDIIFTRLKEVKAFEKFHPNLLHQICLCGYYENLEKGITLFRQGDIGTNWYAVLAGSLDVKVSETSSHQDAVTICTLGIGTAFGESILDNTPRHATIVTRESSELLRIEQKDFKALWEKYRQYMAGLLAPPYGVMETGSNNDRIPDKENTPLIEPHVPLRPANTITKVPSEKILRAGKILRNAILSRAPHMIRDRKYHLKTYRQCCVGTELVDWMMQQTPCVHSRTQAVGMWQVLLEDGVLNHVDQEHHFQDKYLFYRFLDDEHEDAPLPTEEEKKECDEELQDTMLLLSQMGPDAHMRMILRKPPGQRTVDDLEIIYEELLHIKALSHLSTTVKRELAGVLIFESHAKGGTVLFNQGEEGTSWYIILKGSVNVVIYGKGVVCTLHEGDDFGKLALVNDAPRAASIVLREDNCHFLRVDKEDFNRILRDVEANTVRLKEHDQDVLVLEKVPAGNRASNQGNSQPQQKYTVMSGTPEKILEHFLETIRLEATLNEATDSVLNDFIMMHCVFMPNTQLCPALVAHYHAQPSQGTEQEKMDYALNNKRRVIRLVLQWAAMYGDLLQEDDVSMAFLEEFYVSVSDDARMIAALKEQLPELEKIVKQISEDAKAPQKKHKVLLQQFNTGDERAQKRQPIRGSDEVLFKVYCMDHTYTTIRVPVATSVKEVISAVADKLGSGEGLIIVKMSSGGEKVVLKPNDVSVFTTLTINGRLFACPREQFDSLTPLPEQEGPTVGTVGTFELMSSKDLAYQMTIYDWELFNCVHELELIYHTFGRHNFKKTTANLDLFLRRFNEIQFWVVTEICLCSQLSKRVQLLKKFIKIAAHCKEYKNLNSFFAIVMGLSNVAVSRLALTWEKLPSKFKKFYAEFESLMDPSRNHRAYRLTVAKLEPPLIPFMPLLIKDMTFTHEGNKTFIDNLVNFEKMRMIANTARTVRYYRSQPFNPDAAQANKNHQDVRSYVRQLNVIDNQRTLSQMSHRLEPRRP
D3 ag: agonists of human D3 dopamine receptor. P35462. D3R DiscoveRx beta-arrestin cells, luminescence, 90 min. max activation, %. actives 0.58% (n = 410,000); in the data active = max activation above about 30%; note: 0% is about no effect; mostly tested at two doses, the higher about 12 µM
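Agonist mode: compounds and dopamine controls were applied to plated cells for 90 min at 37 degrees C after an overnight attachment at 1500 cells/well. Luminescent read-out followed 30 - 60 minutes at room temperature with DiscoveRx detection reagent.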
DRD3 antagonist: blocks the human D3 dopamine receptor. max response, negative = inhibition, %. P35462. actives 2.5% (n = 360,000). D3R cells, DiscoveRx beta-arrestin luminescence, antagonist mode; stronger effect = lower value; in the data active = max response below about -50%; inconclusive = no clear call, values can overlap the other calls; note: % is set by controls: 0 for no effect and ±100 for the full control effect; mostly tested at two doses, the higher about 12 µM
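Cells plated overnight at 1500 cells/well, then exposed to library compounds with dopamine controls for 90 minutes at 37 degrees C. DiscoveRx reagent added for 30–60 minutes at room temperature; luminescence read, quantitative HTS format.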
Abeta rescue: compounds reversing amyloid beta toxicity in yeast; Potency, µM (top dose mostly 46.1 µM), without a hit: at the highest dose growth rescue, most hits filed as activators; yeast expressing A-beta42, growth rescue, OD600, 48 h; response scale: 0% DMSO, 100% iron-clioquinol control; actives 0.063% (n = 410,000); note: potency is the fitted concentration of half-maximal effect; nearly all actives have a fitted effect of over 55% in size
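Yeast growth medium received pinned compounds, then yeast cells expressing toxic A-beta were added; plates incubated at 30 C for 48 hr. Growth read as absorbance at 600 nm, normalized to DMSO and equimolar FeCl3 plus clioquinol controls.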
EPAC2 ag: activates human EPAC2 exchange factor. Potency, µM (titrated, usually from 154 µM), without a hit: at the top dose activation, hits mostly activators. Q8WZA2. actives 0.079% (n = 360,000). EPAC2 activation, biochemical qHTS; response scale: 100% = 6.5 mM cAMP response; note: potency is the fitted concentration of half-maximal effect; nearly all actives have a fitted effect of over 50% in size
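EPAC2 (100 nM) mixed with Rap1B loaded with BODIPY-GDP (250 nM) plus 50 uM unlabeled GDP; compounds pinned in, 5 min RT, then read every 5 min for 30 min (ex 480, em 540 nm). Normalized to cAMP control.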
* marks the source's active call; other numbers are inactive results; ? = inconclusive; nt = no result given; [ ] = dose if it differs, or a comment. Unless noted, calls come from the whole dose curve; as a rule, active = well fitted curve in the direction sought with a large enough effect; inconclusive = small, poorly fitted or top-dose-only effect, or another doubt; inactive = no such curve, though single readings can be large; an effect the other way counts as inactive or inconclusive. Some of the compounds tested. The share of hits here may be higher or lower than overall.

Under each structure – FUS suppressor | TDP-43 yeast inh | aSyn yeast inh | EPAC2 antagonist | D3 ag | DRD3 antagonist | Abeta rescue | EPAC2 ag
#1 CCNC(=S)N1CCc2cc(OC)c(OC)cc2C1COc1ccccc1OC (stereo unspecified)
 : 19% | 14% | 11% | -13% | 4 | 1 | -7% | 10%
#2 CCN1CCN(C(=O)c2cc3nc(-c4ccccc4)cc(C(F)(F)F)n3n2)CC1
 : 15% | -20% | -6% | -1% | -3 | -9 | -1% | -5%
#3 O=S(=O)(N/N=C/c1ccccc1OCc1ccc(Cl)cc1)c1ccccc1
 : nt | -19% | -3% | 2% | -4 | -29 | -5% | 4%
#4 COC(=O)c1cc(C(=O)N2CCN(c3ccccc3OC)CC2)cc([N+](=O)[O-])c1
 : 3% | -3% | -19% | 5% | 7 | -14 | 4% | 4%
#5 CCN(CC)C(=O)Cn1cc(S(=O)(=O)CC(=O)Nc2cc(OC)ccc2OC)c2ccccc21
 : 19% | -2% | -1% | 5% | -2 | -12 | 4% | 13%
#6 Cc1noc2c1C(c1ccc(N(C)C)cc1)C1=C(CC(C)(C)CC1=O)N2 (stereo unspecified)
 : 14% | -10% | 3% | 1% | 2 | -78* | 10% | 2%
#7 CN(C)c1ccc(S(=O)(=O)N2CCCCC2)cc1NC(=O)COc1ccccc1F
 : 5% | 12% | -2% | -12% | 5 | 20 | 6% | 11%
#8 Cc1cc(C)cc(NC(=O)Nc2ccc3c(c2)CCC3)c1
 : -16% | 0% | -1% | -3% | -2 | 7 | -2% | 6%
#9 CCN(CC)C(=O)NC(c1ccc(C)c(F)c1)C(Cl)(Cl)Cl (stereo unspecified)
 : 26% | -12% | -3% | 9% | -7 | -4 | 10% | -17%
#10 CCOC(=O)c1c(C2CCN(C(=O)OCC)CC2)nc2ccccn12
 : 8% | 16% | -8% | -7% | 2 | 14 | 3% | 9%
#11 CCOc1ccc(NC(=O)CSc2nnc(CNC(=O)C34CC5CC(CC(C5)C3)C4)n2CC)cc1
 : 40% | -1% | nt | nt | -2 | nt | -6% | nt
#12 CCS(=O)(=O)NCc1cn2c(C)csc2n1
 : -13% | -10% | 1% | -14%[57.1 µM] | 0 | ? | 5% | ?
#13 CCOC(=O)N1CCN(S(=O)(=O)c2ccc(C(=O)N(CCCN(C)C)c3nc4ccc(Cl)cc4s3)cc2)CC1
 : 24% | 10% | 3% | -11% | -4 | -8 | 1% | 9%
#14 CCN(CC)C(=O)c1cc2c(=O)oc3ccccc3c2s1
 : 18% | 4% | 2% | 14% | 1 | ? | -54%[inhibitor] | -7%
#15 CCCCSC1=C(C#N)C(c2ccccc2C)CC(=O)N1 (stereo unspecified)
 : -22% | ? | 0% | -2% | -6 | 0 | 0% | -1%
#16 CCOc1ccc(NC(=O)N[C@@H](Cc2ccccc2)C(=O)O)cc1
 : -1% | -22% | -1% | 0% | 13 | 7 | -6% | -2%
#17 C[n+]1ccccc1/C=C/c1ccc([N+](=O)[O-])cc1
 : -11% | -7% | -1% | 18% | 9 | 4 | -7% | 1%
#18 CCCCNC(=O)c1onc(CSc2ccc(C)c(C)c2)c1C(=O)O
 : -13% | -3% | -9% | -16% | -4 | -3 | 3% | 4%
#19 O=C(CC12CC3CC(CC(C3)C1)C2)NCC(=O)OCc1cc(=O)oc2ccc3ccccc3c12
 : 15% | -13%[0.397 µM] | 4% | -2% | -1 | -8 | 12% | 1%
#20 COCCn1c(C)cc(C(=O)COC(=O)c2ccc3ncsc3c2)c1C
 : 21% | 13% | -2% | 2% | 7 | -55* | -9% | 6%
#21 Cc1ccc(O)c(N)c1
 : -25% | 17% | -11% | -10% | -63 | -105* | -31%[inhibitor] | 11%
#22 COc1ccc(CCN(C(=O)/C=C/C(=O)O)C2CC(=O)N(c3ccccc3)C2=O)cc1 (stereo unspecified)
 : 7% | -11%[9.22 µM] | -4% | ? | 1 | -3 | -9% | 15%
#23 COc1ccccc1/C=C/c1nc2ccccc2n1C(C)C
 : 4% | 17% | nt | nt | -8 | nt | -1% | nt
#24 CC(=O)c1ccc2c(c1)c1ccccc1n2CC(C)C
 : 25% | 21% | -1% | -7% | -19 | 13 | -6% | 5%
#25 CC(=O)Nc1ccc(NC(=O)C(C)OC(=O)C2(c3ccccc3F)CCCC2)cc1 (stereo unspecified)
 : -16% | 16% | 2% | -6% | -3 | 9 | 7% | -4%
#26 CC(=O)c1ccc(NC(=O)c2cccc(NC(=O)c3ccccc3)c2)cc1
 : -10% | -8% | 0% | 13% | 4 | -8 | 4% | 0%
#27 Cc1n[nH]c(C)c1C(=O)CC1(O)C(=O)N(CCc2ccccc2)c2ccc(Br)cc21 (stereo unspecified)
 : 42% | -10% | 3% | -4% | 5 | -16 | 6% | 3%
#28 CCN(CC)C(=O)c1ccc(N)cc1
 : -22% | 14% | -1% | 3% | 5 | -2 | -4% | 4%
#29 O=C(Cc1c[nH]c2ccccc12)NCc1ccc2c(c1)OCO2
 : 11% | -8% | 1% | 5% | -9 | 24 | 4% | -55%[inhibitor][15.6 µM]
#30 Cc1ccc(S(=O)(=O)N2CCOC2CNC(=O)C(=O)NCCCc2ccccc2)cc1 (stereo unspecified)
 : nt | 15% | -2% | -3% | -12 | -29 | -4% | -1%
#31 CCCOC(=O)c1ccc(Oc2c(-c3ccc(O)cc3O)n[nH]c2C)cc1
 : ? | 22% | -62%[inhibitor] | -4% | 7 | -14 | -93%[inhibitor] | 2%
#32 CCOC(=O)c1oc2c(c1C)-c1nn(Cc3c(F)cccc3Cl)cc1CC2
 : -14% | 11% | nt | nt | 7 | nt | 2% | nt
#33 CCCCN(CC)CCCNC(=O)CS(=O)(=O)Cc1nc(-c2ccc(C)cc2)oc1C
 : 19% | 13% | nt | nt | -12 | nt | -10% | nt
#34 CCN(CC)C(=O)C1=C(C)N(CCCN2CCCC2=O)C(=O)C(CC(=O)NCc2ccco2)C1 (stereo unspecified)
 : -9% | 13% | 1% | 5% | -6 | -10 | -5% | 13%
#35 Cc1cc(O)c(NC(=O)c2ccc(Br)o2)cc1C
 : -8% | ? | -1% | -3% | 1 | 6 | -20% | 1%
#36 O=c1c2cc(NC(=S)NCc3cccnc3)ccc2nc2n1CCCCC2
 : -14% | -5% | 2% | -2% | -11 | -14 | 0% | -6%
#37 COc1cccc(CNC(=O)C2CCC(=O)N(C3CC3)C2)c1OC (stereo unspecified)
 : -5% | -1% | -1% | 8% | 2 | 7 | 6% | 0%
#38 Cc1ccc(CS(=O)Cc2ccc(C(=O)N3CCN(c4ccccn4)CC3)o2)cc1 (stereo unspecified)
 : 18% | 16% | 0% | 5% | 1 | 28 | 6% | 3%
#39 COC(=O)c1ccc(-c2noc(CN(Cc3ccccn3)CC3CCCO3)n2)cc1 (stereo unspecified)
 : -15% | 14% | 4% | 1% | 1 | 13 | 9% | 1%
#40 Cc1ccc(NC(=O)Cn2ncc3c4ccccc4n(Cc4ccccc4)c3c2=O)cc1Cl
 : -6% | 22% | nt | nt | 6 | nt | 4% | nt
#41 C=CCn1c(SCC(=O)c2cccs2)nc2sc(C)cc2c1=O
 : ? | -11% | 0% | -1% | 3 | -15 | -8% | 9%
#42 COc1ccccc1Nc1nc(-c2cccnc2)cs1
 : 7% | ? | 1% | -6% | -4 | -19 | -15% | 16%
#43 COCc1nnc(NC(=O)CSCc2ccccc2)s1
 : -16% | 3% | -8% | 8% | 2 | 10 | 18% | 2%
#44 O=C(Nc1cccc(OC(F)(F)F)c1)C1Cc2c(-c3ccco3)ccnc2O1 (stereo unspecified)
 : 12% | 14% | 0% | -12% | -10 | -28 | -5% | 2%
#45 N#Cc1cnc(Nc2ccc(F)cc2)nc1N
 : 5% | ? | 0% | 13% | -5 | 6 | -5% | -2%
#46 COc1ccc(N2C(=O)CC(Sc3ccccc3C(=O)O)C2=O)c([N+](=O)[O-])c1 (stereo unspecified)
 : 11% | ? | -52%[inhibitor] | -3% | 2 | 0 | -15% | 1%
#47 CCOC(=O)c1ccc(NC(=O)CSc2nc(C)c(Cc3ccccc3)c(=O)[nH]2)cc1
 : 8% | ? | nt | nt | 2 | nt | -6% | nt
#48 CC1CN(C(=O)Cn2cc(S(=O)(=O)CC(=O)N3CCOCC3)c3ccccc32)CC(C)O1 (stereo unspecified)
 : 8% | 13% | 4% | -3% | 0 | 1 | 15% | -2%
#49 COc1ccc(C)cc1S(=O)(=O)Nc1cccnc1
 : 13% | 0% | 2% | -2% | 2 | 21 | 21% | 2%
#50 CCN(CC)CCNc1nc(-c2ccc(OC)cc2)c(-c2ccc(OC)cc2)s1
 : -11% | 1% | -6% | -4% | -7 | -5 | -11% | 6%
#51 COCC(=O)Nc1sc2c(c1C(=O)OC)C(C(=O)OC)CC2 (stereo unspecified)
 : 14% | 18% | 1% | 5% | 0 | 19 | -16% | 0%
#52 Cc1ccc(NC(=O)COC(=O)CCn2c(C)csc2=O)c([N+](=O)[O-])c1
 : 7% | -11% | 4% | 0% | 12 | 5 | 4% | 8%
#53 Cc1nn(C)cc1CNC(=O)c1cnn2c1NC(c1ccc(Br)cc1)CC2C(F)(F)F (stereo unspecified)
 : ? | -3% | 5% | -2% | 22 | -12 | 18% | -4%
#54 Cc1ccc(NCc2cccc(B(O)O)c2)cc1
 : -8% | -6% | 18% | 3% | 0 | 0 | -4% | -1%
#55 COc1ccc(CNC(=O)C(C)OC(=O)C23CC4CC(CC(O)(C4)C2)C3)cc1 (stereo unspecified)
 : -2% | -4% | 0% | 9% | -4 | 4 | 5% | 7%
#56 O=C(NC(=S)NCCc1ccccn1)c1ccco1
 : -1% | -26% | -3% | 14% | 23 | 3 | -8% | -8%
#57 CC(Cn1nnc2ccccc21)C(=O)O (stereo unspecified)
 : -38% | 7% | 2% | 3% | 15 | -3 | -17% | 3%
#58 COc1ccc(C(=O)Nc2ccnn2C2CCN(Cc3cnn(C)c3)CC2)cc1
 : 8% | 19% | 1% | 4% | -3 | -2 | 8% | 7%
#59 Clc1ncccc1-c1nc2ccccc2s1
 : -17% | 0% | 1% | -14% | 6 | 11 | 5% | 4%
